ERp5 block: ERp5 (human) disulfide isomerase inhibition; ERp5 insulin aggregation, absorbance 650 nm, 90 min; inhibition, % at 9.99 µM; 350,000 compounds, 0.05% hits; Q15084;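 active means mean replicate inhibition above about 25%, with every replicate also reaching it, limit read from the data, passing the limit was not always enough; inconclusive means only one of those two criteria met; inactive means neither criterion met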
Target sequence (Q15084 whole entry, looked up): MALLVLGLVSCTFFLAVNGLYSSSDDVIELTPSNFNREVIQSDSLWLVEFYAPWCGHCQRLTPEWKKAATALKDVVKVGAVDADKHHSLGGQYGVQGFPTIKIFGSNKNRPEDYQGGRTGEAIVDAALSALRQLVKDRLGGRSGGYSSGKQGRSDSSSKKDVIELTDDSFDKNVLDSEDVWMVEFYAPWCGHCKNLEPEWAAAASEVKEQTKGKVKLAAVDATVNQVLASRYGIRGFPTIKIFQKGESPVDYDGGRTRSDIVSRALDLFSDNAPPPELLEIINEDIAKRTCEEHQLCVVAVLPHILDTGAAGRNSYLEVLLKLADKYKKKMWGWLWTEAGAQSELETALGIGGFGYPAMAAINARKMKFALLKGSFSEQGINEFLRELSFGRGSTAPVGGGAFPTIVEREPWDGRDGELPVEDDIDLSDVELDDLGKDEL
S100A4 inh HTS: S100A4-myosin IIA interaction inhibition; S100A4/TAMRA-MyoIIA peptide fluorescence polarization; inhibition, % at 10.7 µM; 360,000 compounds, 0.14% hits;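 active means mean inhibition of at least 70% across replicates, with every replicate also reaching that level; inconclusive means mean inhibition reaches 70% but some replicates fall short; inactive means mean inhibition below 70%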
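incubation = readout 5 min after mixing, signal stable up to 60 min | system = S100A4 monomer protein | buffer or medium = HEPES pH 7.2 with CaCl2, KCl, NaCl, DTT, Triton | benchmarks = neutral control DMSO, positive control TFP | also added = fluorescent myosin IIA peptide, 5 nM | compound dosing = one concentration per compound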
DENV2 CPE: DENV2-induced cell death inhibition; CPE inhibition, % at 9.99 µM; DENV2-infected cells, cytopathic effect rescue, plate reader; 350,000 compounds, 1.7% hits; AID 651640; in the data active means CPE inhibition above about 20%, passing the limit was not always enough; inconclusive means no clear call, values can overlap the other calls; tested in BHK-21 cells;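 further: 0% = median of neutral control wells and 100% = median of positive control wells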
PglD inh: PglD (C. jejuni) enzyme inhibition | purified PglD enzyme, DTNB colorimetric CoA detection | 360,000 compounds, 0.098% hits | inhibition, % at 12.5 µM; in the data active means inhibition above about 16%, passing the limit was not always enough; inconclusive means no clear call, values can overlap the other calls; further: strong numbers were not always called active
Statin myotox sup: protects C2C12 myotubes from simvastatin toxicity | ATP luminescence, 48 h; scaled: DMSO 0, geranylgeraniol control 100 | rescue of ATP level, % at 7.49 µM | 330,000 compounds, 0.78% hits | AID 602340;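 active means mean ATP rescue above about 67%, or every replicate alone reaching that limit, limit read from the data, passing the limit was not always enough; inconclusive means no clear call, values can overlap the other calls; inactive means mean under the limit and some replicate under it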;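 further: myotubes were challenged with 10 µM simvastatin during compound exposure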
E-selectin induc: E-selectin induction on HUVECs | P16581 | HUVEC E-selectin immunofluorescence imaging; normalized: neutral wells 0, TNF-alpha wells 100 | activation, % at 7.58 µM | 260,000 compounds, 0.37% hits | AID 686992;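 active means mean E-selectin-positive cell signal at least 10% of the positive control, reached in at least 60% of replicates, without over 20% cell loss; inconclusive means no rule given, readout overlaps actives, possibly toxicity-flagged; inactive means the rest, including those meeting only one limit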;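 further: in these data hits start at about 27%; measured in HUVEC primary endothelial cells; signal is the percent of cells scored E-selectin positive by PE staining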
Target sequence (P16581 whole entry, looked up): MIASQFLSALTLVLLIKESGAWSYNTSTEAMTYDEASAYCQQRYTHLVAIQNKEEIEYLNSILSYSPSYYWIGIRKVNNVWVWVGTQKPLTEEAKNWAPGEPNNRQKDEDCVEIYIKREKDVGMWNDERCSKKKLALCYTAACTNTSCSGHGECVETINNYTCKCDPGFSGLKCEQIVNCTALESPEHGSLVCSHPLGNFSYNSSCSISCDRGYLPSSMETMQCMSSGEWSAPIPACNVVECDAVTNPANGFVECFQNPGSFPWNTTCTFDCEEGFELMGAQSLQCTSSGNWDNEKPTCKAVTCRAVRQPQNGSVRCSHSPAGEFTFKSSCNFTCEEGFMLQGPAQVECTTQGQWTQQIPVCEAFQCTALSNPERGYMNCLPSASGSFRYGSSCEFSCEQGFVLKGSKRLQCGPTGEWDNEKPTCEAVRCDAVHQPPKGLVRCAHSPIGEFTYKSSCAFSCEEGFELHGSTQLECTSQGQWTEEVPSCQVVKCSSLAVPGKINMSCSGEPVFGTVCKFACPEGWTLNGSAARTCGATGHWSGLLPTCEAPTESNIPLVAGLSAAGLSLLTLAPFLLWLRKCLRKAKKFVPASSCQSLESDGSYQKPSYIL
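Assay system: HUVEC, human umbilical vein endothelial cells / Amount: 3,000 HUVEC/well / Controls: TNF-alpha positive control, DMSO neutral control / Compound dosing: single concentration / Medium: EGM-2 over gelatin coat / Evaluation: percent E-selectin-positive cells / Signal: immunofluorescence imaging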
SIRT5 inh: inhibitors of human sirtuin-5 desuccinylase; Q9NXA8; Purified SirT5, succinyl-peptide AMC, trypsin-coupled fluorescence; inhibition, % at 15 µM; 330,000 compounds, 1.1% hits; AID 652115; in the data active means inhibition above about 15%; inconclusive means no clear call, values can overlap the other calls
An asterisk follows results filed as active; u = inconclusive; x = not tested or not shown.

Structure | ERp5 block | S100A4 inh HTS | DENV2 CPE | PglD inh | Statin myotox sup | E-selectin induc | SIRT5 inh
COc1cc(Cn2c3ccc(NC(=O)NCc4ccc(F)cc4)cc3c(=O)n2C)ccc1F | -3 | 6 | 0 | 2 | -12 | 1.3 | x
O=S(=O)(c1ccc(F)cc1)c1nc(-c2ccco2)oc1NCCCn1ccnc1 | -4 | 4 | u | -3 | -7 | -0.3 | 3
CCN(CC)CCNC(=O)C1(O)c2cc(Br)ccc2NC(=O)N1c1ccc(Cl)cc1 (centres undefined) | 1 | -2 | 10 | -3 | 4 | x | 5
CC(C)=C1C2CCC1C1C(=O)N(c3nccs3)C(=O)C21 (centres undefined) | 1 | 12 | 1 | 4 | x | 2.0 | 0
CC(C)CC#Cc1ccc2c(c1)O[C@H](CN(C)C(=O)c1cccc(F)c1)[C@@H](C)CN([C@H](C)CO)S2(=O)=O | 4 | 51 | -2 | -1 | -14 | -0.9 | 22*
O=C(CCNC(=O)c1ccc([N+](=O)[O-])cc1)Oc1ccc(F)c(F)c1 | -4 | -3 | -2 | 1 | -8 | -1.0 | -20
O=C(Nc1ccccc1O)C1=C[C@H](c2coc3ccccc3c2=O)C[C@H](OCCCCO)O1 | -3 | -9 | 7 | 7 | x | x | 0
COc1ccc(C)cc1NC(=O)c1ccc2c(O)c(S(=O)(=O)c3ccccc3)c(=O)[nH]c2c1 | -1 | 2 | 0 | 2 | 14 | -0.3 | -3
N#CC(c1ccccc1)N(CCCCl)C(=O)c1ccccc1 (centres undefined) | -3 | -2 | 7 | 5 | 3 | x | -3
Cc1ccccc1NC(=O)C(=O)NCCc1c[nH]c2ccccc12 | 4 | -1 | 3 | 2 | 24 | -0.8 | 0

Next section, starting with the last 3 of the part before.
Structure | ERp5 block | S100A4 inh HTS | DENV2 CPE | PglD inh | Statin myotox sup | E-selectin induc | SIRT5 inh
COc1ccc(C)cc1NC(=O)c1ccc2c(O)c(S(=O)(=O)c3ccccc3)c(=O)[nH]c2c1 | -1 | 2 | 0 | 2 | 14 | -0.3 | -3
N#CC(c1ccccc1)N(CCCCl)C(=O)c1ccccc1 (centres undefined) | -3 | -2 | 7 | 5 | 3 | x | -3
Cc1ccccc1NC(=O)C(=O)NCCc1c[nH]c2ccccc12 | 4 | -1 | 3 | 2 | 24 | -0.8 | 0
C[C@H](CO)N1C[C@H](C)[C@H](CN(C)C(=O)Cc2ccccc2)OCCCC[C@H](C)Oc2ccc(NC(=O)Nc3ccc(F)cc3)cc2C1=O | -10 | -4 | -3 | -2 | x | 0.0 | 1
COc1ccc(OC)c2sc(Cl)nc12 | 4 | -3 | -9 | x | x | x | -2
COc1ccc(CNC(=O)c2ccc(N3CCC4(CC3)CC(c3ccc(Cl)cc3)=NO4)c(NC(=O)Cc3ccc(F)cc3)c2)cc1 | 0 | -5 | -6 | 0 | 3 | -0.2 | 0
C[C@H]1CN([C@@H](C)CO)C(=O)c2cc(-c3cccnc3)cnc2O[C@H]1CN(C)C(=O)Nc1ccccc1 | -5 | -7 | 7 | 3 | 24 | -0.2 | -1
CN1C(=O)c2cc(NS(=O)(=O)c3ccc(Cl)cc3)ccc2OC[C@H]2O[C@H](CC(=O)O)CC[C@H]21 | 6 | -9 | 3 | -2 | 17 | -0.1 | -2
C[C@@H]1CN([C@@H](C)CO)C(=O)c2cc(NC(=O)Cn3cnnn3)ccc2O[C@@H]1CN(C)Cc1ccc(C(F)(F)F)cc1 | -5 | -18 | -1 | 7 | 28 | 0.0 | -7
COc1ccc(NC(=O)Nc2cccc3c2O[C@H](CN(C)C(=O)Nc2ccc(C(F)(F)F)cc2)[C@@H](C)CN([C@@H](C)CO)C3=O)cc1 | x | x | -20 | 3 | -63 | 0.1 | x
COc1ccc(NC(=O)CSc2nc3ccccc3c(=O)n2-c2ccc3c(c2)OCO3)c(OC)c1 | x | x | x | 1 | -1 | 2.6 | x
COCC(=O)Nc1ccc2c(c1)[C@@H]1C[C@H](CC(=O)NCC3CC3)O[C@@H](CO)[C@@H]1O2 | -3 | 9 | 4 | 5 | -4 | -0.4 | -2
O=CNc1c(Br)cc2c(c1Br)Cc1cc(Br)ccc1-2 | 1 | 1 | 2 | -2 | -1 | 0.8 | x
Cc1ccc(OCC(=O)N/N=C\c2c(C)[nH]n(-c3ccccc3)c2=O)c([N+](=O)[O-])c1 | 2 | 12 | x | 4 | -14 | x | 1
Cc1ccc(S(=O)(=O)NCC(NCc2ccc(F)cc2)c2ccccc2)cc1 (centres undefined) | 9 | 2 | 0 | -2 | -10 | 0.1 | -5
COC(=O)c1ccc(NS(=O)(=O)c2c(C)[nH]c(C)c2C(=O)N2CCCC2)cc1 | -5 | -2 | -2 | -2 | 6 | x | -8
CCCCC(=O)NCc1ccccc1Cl | 5 | -5 | 1 | x | x | x | -6
NC(=O)C1CCN(C(=O)CCC(=O)N2CCOc3ccc(Cl)cc32)CC1 | -9 | 4 | 1 | 3 | -7 | x | -9
CC(C)NC(=O)N(C)C[C@H]1Oc2ncc(C#Cc3ccc(F)cc3)cc2C(=O)N([C@H](C)CO)C[C@H]1C | -1 | -2 | -4 | -2 | 15 | 0.0 | -3
CC(C)NC(=O)Nc1ccc2c(c1)CC(=O)N([C@@H](C)CO)C[C@H](C)[C@H](CN(C)C(=O)Nc1ccc3c(c1)OCO3)O2 | 0 | 4 | -3 | 1 | -9 | 0.0 | 4
CN(C)c1ccc(C2C3CCCc4ccccc4C3=NN2C)cc1 (centres undefined) | 1 | 0 | 0 | x | -9 | x | -2
CCn1c(CNC(=O)Cc2ccc(OC)cc2)n[nH]c1=S | 4 | -1 | 3 | 5 | 8 | x | 1
C[C@H](CO)N1C[C@H](C)[C@H](CN(C)C(=O)c2ccc(F)cc2)Oc2cc(C3=CCCCC3)ccc2S1(=O)=O | 3 | 4 | -12 | -1 | -41 | -0.9 | 11

(more compounds)
SMILES	ERp5 block	S100A4 inh HTS	DENV2 CPE	PglD inh	Statin myotox sup	E-selectin induc	SIRT5 inh
CN(CCNC(=O)c1cn(C)c2ccc(S(=O)(=O)N(C)C)cc2c1=O)CCc1ccccc1	-2	-1	10	4	-5	1.3	x
O=C(NCC[C@@H]1CC[C@H](NC(=O)C2CCCCC2)[C@@H](CO)O1)c1cc(Cl)cc(Cl)c1	1	4	0	6	0	0.5	-5
C/C(=N\Nc1ncnc2sc(C)c(C)c12)c1ccccn1	2	-3	-5	-2	-378	x	-8
C[C@H](CO)N1C[C@H](C)[C@@H](CN(C)C)OCCCC[C@H](C)Oc2ccc(NC(=O)Nc3ccc(C(F)(F)F)cc3)cc2C1=O	-2	4	-16	-3	-7	0.0	5
O=C(C[C@@H]1CC[C@H]2[C@@H](COC[C@@H](O)CN2Cc2cccc(Cl)c2)O1)N1CCCCC1	-2	3	-3	2	31	-0.1	-4
O=C(NCC(Cl)c1ccc2ccccc2c1)c1c(F)cccc1F (centres undefined)	-4	-3	3	5	-16	x	-4
O=C(Cc1cccs1)N/N=C/C=C\c1ccco1	6	-8	0	x	x	x	1
O=C(Cn1ccnc1)c1ccc(O)c(O)c1	0	-16	-3	1	-5	0.3	0
O=C(NCc1ccccc1)N1CCC(Cc2ccccc2)CC1	-4	-3	5	2	10	x	0
Cc1ccccc1NCc1ccc([N+](=O)[O-])s1	2	-1	-11	-3	37	0.3	3
CO[C@@H]1CN(C)C(=O)c2ccc(NC(=O)c3ccccn3)cc2OC[C@@H](C)N(C(=O)C2CCCCC2)C[C@H]1C	1	7	-3	2	-23	x	x
COc1ccc(-c2nc3c(Cl)cc(C(F)(F)F)cn3c2Cc2ccccc2C(F)(F)F)cc1OC	7	-2	-7	x	x	1.8	-6
CC1Cc2cc(S(=O)(=O)N3CCC(C(=O)N(C)Cc4ccco4)CC3)ccc2N1C(=O)C1CCC1 (centres undefined)	5	2	-2	-1	8	x	2
COc1ccccc1S(=O)(=O)N1CC[C@@H]2[C@@H](CO)Nc3ccc(-c4ccc(C#N)cc4)cc3[C@@H]21	10	-5	3	2	-30	0.4	-11
C=CCN1C2CCCC1CC(NC(=S)Nc1ccc(Cl)cc1)C2 (centres undefined)	3	1	-3	x	x	x	3
COc1ccc(OC)c(N=C(N)N=C(N)N)c1	2	4	-13	-2	0	-0.1	0
CC(C)NC(=O)Nc1ccc2c(c1)C(=O)N([C@@H](C)CO)C[C@H](C)[C@H](CN(C)S(=O)(=O)c1ccccc1)OCCCC[C@@H](C)O2	-1	-6	-4	-3	x	-0.1	1
N#C/C(=C\c1ccc(-c2cccc([N+](=O)[O-])c2)o1)C(=O)NCCN1CCOCC1	-5	-2	-5	x	x	x	-1
Cc1noc(C)c1S(=O)(=O)Nc1ccc2c(c1)CC(=O)N([C@@H](C)CO)C[C@H](C)[C@H](CN(C)Cc1ccc(C(F)(F)F)cc1)O2	8	37	-10	5	13	-1.0	3
Cc1ccc(S(=O)(=O)Nc2cccc3c2O[C@H](CN(C)C(=O)Nc2ccc(F)cc2)[C@@H](C)CN([C@@H](C)CO)C3=O)cc1	-1	-6	2	-1	-3	-0.2	0
C[C@H]1CN([C@@H](C)CO)C(=O)Cc2cc(NC(=O)CCN3CCOCC3)ccc2O[C@@H]1CN(C)CC1CC1	-3	6	-11	4	-8	0.0	-8
COCC(=O)N(C)C[C@H]1Oc2ncc(-c3ccc(F)cc3)cc2C(=O)N([C@@H](C)CO)C[C@@H]1C	-4	-5	0	-1	-5	0.4	1
COc1ccccc1CNC(=O)C[C@@H]1CC[C@@H](NC(C)=O)[C@@H](CO)O1	4	-10	-3	-5	-4	-0.2	-3
C[C@@H]1CN([C@@H](C)CO)C(=O)c2cc(NC(=O)Nc3ccc(C(F)(F)F)cc3)ccc2O[C@H]1CN(C)S(=O)(=O)c1ccccc1	0	2	3	x	-74	79*	2
O=C(NN=C1CCCC1)c1n[nH]c2c1CCC2	1	3	-2	x	x	x	-4

Random excerpt: 3 compounds from above
SMILES	ERp5 block	S100A4 inh HTS	DENV2 CPE	PglD inh	Statin myotox sup	E-selectin induc	SIRT5 inh
COC(=O)c1ccc(NS(=O)(=O)c2c(C)[nH]c(C)c2C(=O)N2CCCC2)cc1	-5	-2	-2	-2	6	x	-8
C[C@@H]1CN([C@@H](C)CO)C(=O)c2cc(NC(=O)Cn3cnnn3)ccc2O[C@@H]1CN(C)Cc1ccc(C(F)(F)F)cc1	-5	-18	-1	7	28	0.0	-7
CC(C)=C1C2CCC1C1C(=O)N(c3nccs3)C(=O)C21 (centres undefined)	1	12	1	4	x	2.0	0

(further entries)
SMILES	ERp5 block	S100A4 inh HTS	DENV2 CPE	PglD inh	Statin myotox sup	E-selectin induc	SIRT5 inh
O=C(NCC[C@@H]1CC[C@@H](NC(=O)C2CCC2)[C@@H](CO)O1)c1cc(Cl)cc(Cl)c1	-9	-14	-2	1	1	-0.5	-1
CC(C)(CNc1ccc([N+](=O)[O-])cc1Cl)N1CCOCC1	0	-2	3	2	-21	x	-1
CCCNC(=O)N1CC2(CCN(CC3CC3)CC2)c2c([nH]c3cc(OC)ccc23)[C@H]1CO	-1	2	12	x	x	-0.1	0
O=C(C=Cc1ccccc1)N1CCCCC1	3	8	-4	x	2	-1.2	-5
CCS(=O)(=O)N1Cc2ccccc2CC1C(=O)Nc1cccc(S(=O)(=O)N(C)C)c1 (centres undefined)	2	-2	6	-7	-1	0.0	-2
CCS(=O)(=O)NCC[C@@H]1CC[C@@H](NC(=O)C2CCOCC2)[C@H](CO)O1	3	9	4	2	2	-0.3	-1

Source: PubChem BioAssay

Not all compounds are listed, so the mix of outcomes need not match the whole.
